U2OS ROS induce – inducers of reactive oxygen species in cancer cells; U2OS ROS induction, H2DCF-DA fluorescence; ROS induction (% of piperlongumine), % at 10 µM; actives 2% (n = 46,000); in the data active = ROS induction above about 79%, passing the limit was not always enough;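 note: 0% = DMSO vehicle median and 100% = reference compound median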
* hit, by the source's call.

nr | SMILES | U2OS ROS induce
1 | CC(NS(=O)(=O)c1ccc(Br)cc1)C(=O)Nc1cccc([N+](=O)[O-])c1 (centres undefined) | -8
2 | O=C(Cc1ccc(Br)cc1)Nc1nccs1 | -19
3 | CC(C)NC(=O)N(C)C[C@@H]1Oc2c(NC(=O)Nc3ccc(F)cc3)cccc2C(=O)N([C@@H](C)CO)C[C@H]1C | 2
4 | C[C@H](CO)N1C[C@H](C)[C@@H](CN(C)Cc2ccncc2)Oc2c(NC(=O)c3ccc(-c4nccs4)cc3)cccc2C1=O | 7
5 | COc1ccc(NC(=O)N(C)C[C@@H]2Oc3ccc(NC(=O)Nc4ccccc4)cc3CC(=O)N([C@H](C)CO)C[C@H]2C)cc1 | 5
6 | CN(CC(=O)Nc1ccccc1F)S(=O)(=O)c1ccc2ccccc2c1 | -6
7 | CCOc1ccc(NC(=O)Cn2cnc3sc(C(N)=O)c(C)c3c2=O)cc1 | -4
8 | Cc1cccc(C(=O)Nc2nc3c(s2)C(=O)CC(C)(C)C3)c1 | -11
9 | C[C@H](CO)N1C[C@H](C)[C@H](CN(C)S(=O)(=O)c2ccccc2)Oc2ccc(NC(=O)Nc3ccccc3)cc2C1=O | 3
10 | C[C@H](CO)N1C[C@H](C)[C@@H](CN(C)Cc2ccc(Oc3ccccc3)cc2)Oc2c(NC(=O)C3CC3)cccc2C1=O | 84*
11 | C[C@@H]1CN([C@@H](C)CO)C(=O)Cc2cc(NC(=O)C3CCCCC3)ccc2O[C@@H]1CN(C)C | -4
12 | C[C@@H]1CN([C@@H](C)CO)C(=O)c2cc(NC(=O)C3CC3)ccc2O[C@@H]1CN(C)Cc1ccccc1 | -2
13 | C[C@@H]1CN([C@H](C)CO)C(=O)c2cccc(NS(=O)(=O)c3ccc(F)cc3)c2O[C@H]1CN(C)CC1CC1 | -4
14 | C[C@@H]1CN([C@H](C)CO)C(=O)c2cccc(NC(=O)c3cnccn3)c2O[C@H]1CN(C)S(=O)(=O)c1ccc(Cl)cc1 | 1
15 | C[C@H]1CN([C@@H](C)CO)C(=O)Cc2cc(NC(=O)CCC(F)(F)F)ccc2O[C@@H]1CN(C)Cc1ccc(-c2ccccc2)cc1 | 59
16 | COC(=O)CN(Cc1ccccc1)S(=O)(=O)c1ccc(C)cc1 | -17
17 | CC(C)NC(=O)Nc1ccc2c(c1)C(=O)N([C@@H](C)CO)C[C@@H](C)[C@@H](CN(C)CC1CCCCC1)O2 | 11
18 | CCC(C)C(=O)Nc1nccs1 (centres undefined) | -12
19 | C[C@H]1CN([C@@H](C)CO)C(=O)c2cc(NC(=O)c3ccncc3)ccc2O[C@@H]1CN(C)C(=O)Nc1cccc2ccccc12 | 0
20 | Cc1cccc(S(=O)(=O)N(C)C[C@@H]2OCc3cn(nn3)CCCC(=O)N([C@H](C)CO)C[C@@H]2C)c1 | -19
21 | CCOC(=O)N(C)C[C@H]1OCc2cn(nn2)CCCC(=O)N([C@H](C)CO)C[C@@H]1C | -4
22 | C[C@@H]1CN([C@@H](C)CO)C(=O)c2cc(NC(=O)C3CC3)ccc2O[C@H]1CN(C)Cc1ccc2c(c1)OCO2 | -7
23 | C[C@H]1CN([C@@H](C)CO)C(=O)c2cccc(NC(=O)c3cnccn3)c2O[C@@H]1CN(C)Cc1ccc(C(=O)Nc2ccccc2N)cc1 | 29
24 | c1ccc(-c2cc3c(NCC4CCCO4)ncnc3s2)cc1 (centres undefined) | 23
25 | COc1ccc(CN(C)C[C@H]2Oc3ccc(NC(=O)C4CCCCC4)cc3C(=O)N([C@H](C)CO)C[C@H]2C)cc1 | -14
26 | CC1=C(C(=O)Nc2ccccc2Cl)C(c2cc(Br)ccc2OCC(N)=O)NC(=S)N1 (centres undefined) | 7
27 | COc1ccc(S(=O)(=O)N(C)CC(=O)Nc2ccc(Br)cc2F)cc1C | -4
28 | COc1ccc(S(=O)(=O)Nc2cccc3c2O[C@@H](CN(C)Cc2ccc(Oc4ccccc4)cc2)[C@@H](C)CN([C@H](C)CO)C3=O)cc1 | 36
29 | CC(=O)N1CCc2cc(NC(=S)NC3CCCCCC3)ccc21 | 18
30 | COc1ccc(C(=O)Nc2cccc(C(=O)NCc3ccco3)c2)cc1 | 0

Entries shown so far with a thiophene ring, fused or not (two):
nr | SMILES | U2OS ROS induce
7 | CCOc1ccc(NC(=O)Cn2cnc3sc(C(N)=O)c(C)c3c2=O)cc1 | -4
24 | c1ccc(-c2cc3c(NCC4CCCO4)ncnc3s2)cc1 (centres undefined) | 23

Next compounds.
nr | SMILES | U2OS ROS induce
31 | CC(C)NC(=O)N(C)C[C@H]1OCc2cn(nn2)CCCC(=O)N([C@H](C)CO)C[C@@H]1C | -7
32 | COC(=O)c1ccc(COc2ccccc2OC)o1 | -15
33 | Cn1ccnc1Sc1cnc(SCc2ccc(Cl)cc2)nc1-c1ccccc1 | 7
34 | CC1CCCCC1NC(=O)Cn1ncc2c(=O)oc3ccccc3c21 (centres undefined) | 19
35 | O=c1nc2c(-c3ccc(Cl)cc3)n[nH]n2c2ccccc12 | -7
36 | COc1ccc(CN(C)C[C@H]2Oc3ccc(NC(=O)NC(C)C)cc3C(=O)N([C@@H](C)CO)C[C@@H]2C)cc1 | -4
37 | CN(C)Cc1c(C#N)c2ccccc2n1C | 6
38 | Cc1ccc(S(=O)(=O)N(C)C[C@H]2Oc3c(NS(C)(=O)=O)cccc3C(=O)N([C@H](C)CO)C[C@H]2C)cc1 | -5
39 | C[C@H]1CN([C@@H](C)CO)C(=O)Cc2cc(NC(=O)Cc3cn(C)c4ccccc34)ccc2O[C@@H]1CN(C)C(=O)NC1CCCCC1 | -1
40 | CCN(CC)c1ccc(/C=N/NC(=O)c2cccc(C(=O)NO)c2)c(O)c1 | -17
41 | O=C(Cn1c(-c2cccs2)cc2ccccc21)NC1CCCCC1 | 115*
42 | Cc1noc(C)c1S(=O)(=O)N(C)C[C@@H]1Oc2ccc(NS(=O)(=O)c3cccs3)cc2CC(=O)N([C@H](C)CO)C[C@@H]1C | 25
43 | Cc1cc(C(=O)Nc2cccc3c2O[C@H](CN(C)Cc2ccc(C(F)(F)F)cc2)[C@@H](C)CN([C@H](C)CO)C3=O)n(C)n1 | 24
44 | COc1ccc(Cl)cc1NC(=S)NCc1ccco1 | -3
45 | O=S1(=O)NC(=NCCOCc2ccc(Cl)cc2)c2ccccc21 | -4
46 | Cc1cc(C)cc(NC(=O)c2oc3c(c2C)-c2[nH]ncc2CC3)c1 | -3
47 | O=C(NC1CCCCC1)c1ccc(COCC(F)(F)F)o1 | -8
48 | O=C1OC(Oc2cccc3cccnc23)(c2ccccc2)c2ccccc21 (centres undefined) | -8
49 | C[C@@H]1CN([C@H](C)CO)C(=O)c2cccc(NC(=O)C3CCCCC3)c2O[C@@H]1CN(C)C | -14
50 | Cc1ccc(S(=O)(=O)NC(C)(C)CSc2ccccn2)cc1 | 11
51 | COc1ccc(NC(=O)Nc2ccc3c(c2)C(=O)N([C@@H](C)CO)C[C@@H](C)[C@@H](CN(C)S(=O)(=O)c2cccs2)O3)cc1 | 8
52 | COC(=O)C(NC(=O)c1ccc(S(=O)(=O)N2CCOCC2)cc1)C(C)C (centres undefined) | -4
53 | CC(=O)O[C@H]1[C@H](Oc2ccccc2COC(=O)C2(O)C=CCCC2=O)O[C@H](CO)[C@@H](O)[C@@H]1O (some centres undefined) | -5
54 | Cc1ccc(OCC(=O)Nc2cccc3c2C(=O)NC3=O)cc1C | 29
55 | COc1ccc(CCC(=O)CCc2ccc(OC)cc2)cc1 | 23
56 | COC(=O)C(C)N(C#N)c1nc(C)nc(C)n1 (centres undefined) | -1
57 | CC(C)(Oc1ccc(CCNC(=O)c2ccc(Cl)cc2)cc1)C(=O)O | -10
58 | Cc1ccc(S(=O)(=O)N(C)C[C@@H]2Oc3ccc(NC(=O)C4CCCCC4)cc3C(=O)N([C@H](C)CO)C[C@@H]2C)cc1 | 8
59 | CC(=O)N1CCC(N(C(=O)Nc2ccccc2)C2CCCC2)CC1 | 71
60 | CC1Cc2ccc3c(c2C(O)C1)C(=O)c1cccc(O)c1C3O (centres undefined) | 5
61 | C[C@H](CO)N1C[C@H](C)[C@H](CN(C)C(=O)Nc2cccc3ccccc23)Oc2c(NC(=O)C3CC3)cccc2C1=O | 8
62 | C[C@@H]1CN([C@H](C)CO)C(=O)c2cc(NC(=O)Cn3cnnn3)ccc2O[C@H]1CN(C)Cc1ccc(-c2ccccc2)cc1 | 10
63 | C=CCNC(=O)c1c(C)cc(C)cc1C | 19
64 | C[C@H]1CN([C@@H](C)CO)C(=O)c2cccc(NC(=O)Nc3ccc(F)cc3)c2O[C@@H]1CN(C)S(=O)(=O)c1cn(C)cn1 | 10
65 | COC(=O)/C=C/c1ccc(OC)c(/C=C/C(C)(C)O)c1 | 11
66 | O=C(CSc1nc2ccccc2c(=O)n1C1CC1)c1ccc(Cl)cc1 | 1
67 | Cc1nc(C)n(CC(O)COc2ccc3c(c2)CCC3)n1 (centres undefined) | 6
68 | C[C@H](CO)N1C[C@H](C)[C@@H](CN(C)S(=O)(=O)c2ccc(F)cc2)Oc2ccc(NC(=O)Nc3ccc(C(F)(F)F)cc3)cc2C1=O | -1
69 | C[C@@H]1CN([C@@H](C)CO)C(=O)c2cc(NC(=O)Nc3ccc(C(F)(F)F)cc3)ccc2O[C@H]1CN(C)S(=O)(=O)c1ccccc1 | 27
70 | C[C@@H]1CCCCO[C@H](CN(C)C(=O)Nc2ccccc2)[C@@H](C)CN([C@H](C)CO)C(=O)c2cc(NC(=O)c3ccccc3)ccc2O1 | 14
71 | Cc1nn(Cc2nnc(SCc3c(Cl)cccc3Cl)o2)c(C)c1Br | 4
72 | COc1ccc(/C=C2/SC(=S)NC2=O)cc1COc1ccc(F)cc1F | 15
73 | Cc1noc(C)c1S(=O)(=O)Nc1ccc2c(c1)C(=O)N([C@H](C)CO)C[C@H](C)[C@H](CN(C)Cc1ccccc1)O2 | -1
74 | CCOc1ccc(OCCSc2nc3ccccc3n2Cc2ccccc2)cc1 | 12
75 | COc1cc(/C=C/C(=O)N2CCC=CC2=O)cc(OC)c1OC | 33
76 | COc1cc(S(=O)(=O)NCc2cccnc2)ccc1Br | -5
77 | CNC[C@H]1Oc2ccc(NC(=O)Nc3ccc4c(c3)OCO4)cc2C(=O)N([C@@H](C)CO)C[C@H]1C | 0
78 | COc1ccc(NC(=O)Nc2ccc3c(c2)C(=O)N([C@@H](C)CO)C[C@@H](C)[C@@H](CN(C)C(=O)Nc2ccc(OC)cc2)O3)cc1 | -6
79 | COc1cc(/C=N/NC(=O)CCCCC(=O)NO)c([N+](=O)[O-])cc1OC | -3
80 | NC(=O)c1ccc(NCc2cccnc2)c([N+](=O)[O-])c1 | 3
81 | C[C@@H]1CN([C@@H](C)CO)C(=O)Cc2cc(NC(=O)CCN3CCOCC3)ccc2O[C@@H]1CN(C)S(=O)(=O)c1cccs1 | -2
82 | C[C@H](CO)N1C[C@H](C)[C@H](CN(C)S(=O)(=O)c2ccccc2)Oc2c(NC(=O)C3CCCCC3)cccc2C1=O | -3
83 | CC(=O)c1c(O)cc(O)cc1O | -3
84 | C[C@@H]1CN([C@H](C)CO)C(=O)CCCn2nncc2CO[C@H]1CN(C)S(C)(=O)=O | 11
85 | C[C@@H]1CN([C@@H](C)CO)C(=O)c2cccc(NC(=O)Nc3cccc4ccccc34)c2O[C@H]1CN(C)C(=O)Nc1ccc(C(F)(F)F)cc1 | 11
86 | C[C@@H]1CN([C@H](C)CO)C(=O)Cc2cc(NC(=O)Nc3cccc4ccccc34)ccc2O[C@@H]1CN(C)C(=O)Nc1ccccc1 | 1
87 | CCCCCCC(=O)OC1OC(CO)C(O)C2OCC(C(=O)O)COC12 (centres undefined) | -2
88 | C[C@@H]1CN([C@H](C)CO)C(=O)c2cc(NC(=O)NC3CCCCC3)ccc2O[C@@H]1CN(C)S(C)(=O)=O | -4
89 | Cc1nn2c(nc1=O)SCC(c1ccccc1)=N2 | -3
90 | C[C@H]1CN([C@@H](C)CO)C(=O)c2cc(NC(=O)CCCN(C)C)ccc2O[C@H]1CN(C)CC1CC1 | -7

Pulled by structure from the list above:
nr | SMILES | U2OS ROS induce
85 | C[C@@H]1CN([C@@H](C)CO)C(=O)c2cccc(NC(=O)Nc3cccc4ccccc34)c2O[C@H]1CN(C)C(=O)Nc1ccc(C(F)(F)F)cc1 | 11
80 | NC(=O)c1ccc(NCc2cccnc2)c([N+](=O)[O-])c1 | 3

Further structures:
nr | SMILES | U2OS ROS induce
91 | O=C(N/N=C/Cc1ccccc1)c1ccccn1 | 0
92 | C[C@@H]1CN([C@H](C)CO)C(=O)c2cc(NC(=O)CCN3CCOCC3)ccc2O[C@H]1CN(C)C(=O)Nc1ccc(F)cc1 | 0
93 | COc1c(O)cc2oc3cc(O)c(CC=C(C)C)c(O)c3c(=O)c2c1CC=C(C)C | -12
94 | C[C@@H]1CN([C@H](C)CO)C(=O)c2cc(NC(=O)Cc3ccccc3)ccc2O[C@H]1CN(C)CC1CCCCC1 | 62
95 | COC(=O)c1ccccc1NC(=O)c1cccs1 | 1
96 | COC(=O)[C@]1(Cc2ccccc2N=[N+]=[N-])N=C(c2ccc(OCCCO)cc2)O[C@@H]1c1ccccc1 | 46
97 | O=[N+]([O-])c1ccc(NCCNS(=O)(=O)c2ccc(Cl)cc2)cc1 | 1
98 | O=C(Nc1cccc(-c2nc3ccccc3[nH]2)c1)c1ccccc1 | 5
99 | Cc1ccc(S(=O)(=O)N(C)C[C@H]2Oc3c(NS(=O)(=O)c4cn(C)cn4)cccc3C(=O)N([C@H](C)CO)C[C@@H]2C)cc1 | -6
100 | COc1ccc(S(=O)(=O)N(C)C[C@@H]2Oc3ccc(NC(=O)Nc4ccc(F)cc4)cc3C(=O)N([C@@H](C)CO)C[C@@H]2C)cc1 | 1
101 | O=C(O)CSc1nnc(C2COc3ccccc3O2)n1-c1ccccc1 (centres undefined) | -1

By substructure, the entries above with an NH in an aromatic ring (3)
nr | SMILES | U2OS ROS induce
35 | O=c1nc2c(-c3ccc(Cl)cc3)n[nH]n2c2ccccc12 | -7
46 | Cc1cc(C)cc(NC(=O)c2oc3c(c2C)-c2[nH]ncc2CC3)c1 | -3
98 | O=C(Nc1cccc(-c2nc3ccccc3[nH]2)c1)c1ccccc1 | 5

Screening results from PubChem.

Only part of the results is shown, so the mix of outcomes need not match the whole.
